Assay outcomes: PubChem, National Center for Advancing Translational Sciences (NCATS)
IkB signaling: suppresses IkB signaling in ABC-DLBCL reporter cells; ABC-DLBCL IkBa-CBG/CBR dual luciferase ratio, 4 h; response scale: scaled: untreated 0%, proteasome inhibitor 100%; Potency, µM (highest dose often 57.1 µM), inactives show at the highest dose IkBa stabilization activation; hit rate 0.04% among 110,000; AID 445; active means well fitted curve in the direction sought with a large enough effect in the signal ratio, not every such curve was filed as active; inconclusive means small, poorly fitted or top-dose-only effect, or a change in a side signal; the % refers to the signal ratio;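 further: the direction sought is a rising ratio; 0% = basal untreated cells and 100% = reference inhibitor full response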
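Curves were fitted separately to fusion (green), unfused (red) and ratio luminescence, then classed by r2, magnitude and activity. Cells: OCI-Ly3, 4 h compound plus doxycycline at 37C; 10 uM MG-132 defined full response.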
Imprint erasure: inducers of genomic imprint erasure in mouse ES cells | AID 1948 | hit rate 0.02% among 110,000 | Potency, µM (titrated, usually from 60.7 µM), without a hit: at the highest dose activity change, positive = activation, most hits filed as activators | mouse ES Peg3-LacZ reporter, beta-gal luminescence, 40 h;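 further: 0% = negative control wells on the plate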
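Readout: BetaGlo luminescence (5 min, room temp) for LacZ from the normally silent maternal Peg3 allele in female Peg3LacZ-Neo ES cells. Cells 300/well, 40 h, 37C, 5% CO2. Data normalized per plate to negative controls.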
p53ts 32C kill: cytotoxicity in p53ts cells at permissive temperature. H1299-p53A138V at 32C, ATP luminescence viability, 24 h. Potency, µM (highest dose often 46.1 µM), for inactives: at the highest dose activity change, negative = cytotoxicity, hits mostly cytotoxic. hit rate 0.93% among 130,000. AID 924;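 further: 0% = DMSO and -100% = full killing by reference compound; nearly all actives have a fitted effect of over 55% in size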
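Viability by ATPlite luminescence after 24 h compound treatment (up to 46 uM) at the permissive 32C. Cells are H1299 carrying p53 A138V. Scale runs from DMSO basal to 100 uM tamoxifen as full kill; AC50 from Hill fits.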
p53ts 39C kill: kills p53ts cells at the nonpermissive temperature | H1299-p53A138V viability at 39C, ATP luminescence, 24 h | Potency, µM (doses to about 46.1 µM), for inactives: at the top dose activity change, negative = cell killing, usual class: cytotoxic | hit rate 1.5% among 130,000 | AID 902; further: nearly all actives have a fitted effect of over 55% in size
Active calls of the source: *; ? = inconclusive; nt = no result given; & = joins results of further samples; [ ] = dose if it differs, or a comment. Unless noted, the call rests on the fitted dose curve; in most records, active means well fitted curve in the direction sought with a large enough effect; inconclusive means small, poorly fitted or top-dose-only effect, or another doubt; inactive means no such curve, though single readings can be large; an effect the other way counts as inactive or inconclusive. Unless noted, on the % scale 0 is the no-effect control and ±100 the full control effect; potency means the concentration at half of the fitted maximal effect.

SMILES | IkB signaling | Imprint erasure | p53ts 32C kill | p53ts 39C kill
Cc1ccc(S(=O)(=O)N=Nc2c(O)[nH]c3cc(O)c(C(=O)O)cc23)cc1 | -1.5%[11.4 µM] | -2%[10.9 µM] | 7%[9.22 µM] | 0%[9.22 µM]
O=C(Nc1nnc(S(=O)(=O)N2CCCCCC2)s1)c1cccc(Br)c1 | ? | -14%[10.9 µM] | 1% | -13%
Cc1ccc(Cl)cc1NC(=O)c1ccc2nc(CCc3ccccc3)oc2c1 | -2.7% | -9%[10.9 µM] | -7% | -12%
C=CCNC(=O)CN(c1cccc(Br)c1)S(C)(=O)=O | 3.6% | ? | -3% | 9%
Cc1ccc(C)c(N2CCN(C(c3ccncc3)c3nnnn3Cc3ccccc3)CC2)c1 (stereo unspecified) | 1.6% | -23% | 5% | -7%
NC(=O)NC(Cc1ccccc1)C(=O)O (stereo unspecified) | -0.7% | -4% | -1% | -16%
O=C(O)c1ccc2c(c1)N(Cc1ccc(F)cc1)C(=O)c1ccccc1S2=O (stereo unspecified) | 1.7% | -15%[10.9 µM] | -4% | -11%
CNC(=O)c1cc2cc(OC)ccc2n1CCN(C)C | 0.8% | -4% | -10% | 3%
O=C(NC1CC2CCC(C1)N2C(=O)NCc1ccccc1)C1CC1 (stereo unspecified) | 0.6% | 1% | 3% | 16%
Cc1c(C(=O)N2CC(C)OC(C)C2)oc2ccccc12 (stereo unspecified) | nt | nt | 8% | -5%
CC1(C)CC(=O)C=C(NCCN2CCN(C(=O)Nc3ccc(Cl)c(Cl)c3)CC2)C1 | ? | -2% | -5% | -1%
COC(=O)CC(=O)CSc1nc2cc(C(=O)NCC(C)C)ccc2c(=O)n1CCc1ccccc1 | -0.8% | -9%[10.9 µM] | -17% | ?
CCOc1ccc(OCC)c(NC(=O)CN2CCN(c3ccc(C)cc3C)CC2)c1 | 0.7% | -26% | -4% | 1%
COc1ccccc1NC(=O)COC(=O)c1ccc(S(=O)(=O)NCc2ccco2)cc1 | 1.0% | 0% | 3% | -2%
CCOc1ccc(NC(=O)Cn2c(=O)n(Cc3ccc(C(=O)NCc4ccc(C)cc4)cc3)c(=O)c3ccccc32)cc1 | 26% | -18%[10.9 µM] | 4% | -26%
COC(=O)C1C(c2ccc(OC)c(OC)c2)NC(c2ccc(OC)c(OC)c2)C(C(=O)OC)S1(=O)=O (stereo unspecified) | nt | nt | 0% | 31%[activator]
COc1ccccc1-c1noc(CSc2nnc(Cc3ccccc3)n2-c2ccc(C)c(C)c2)n1 | ? | 8%[10.9 µM] | 27% | 7%
Cn1c(=O)oc2cc(S(=O)(=O)CCC(=O)N3CCN(c4ccccc4F)CC3)ccc21 | ? | 12%[10.9 µM] | 0% | -3%
CCNc1oc(-c2cccc3ccccc23)nc1C#N | -1.4% | -7% | -10% | -4%
Cn1cnc(S(=O)(=O)N2CCC(C(=O)Nc3ccc(F)cc3F)CC2)c1 | 1.0% | 11%[10.9 µM] | 1% | -21%

Limited to p53ts 32C kill, IkB signaling and p53ts 39C kill, for 4 of the compounds above:
mol	p53ts 32C kill	IkB signaling	p53ts 39C kill
O=C(NC1CC2CCC(C1)N2C(=O)NCc1ccccc1)C1CC1 (stereo unspecified)	3%	0.6%	16%
Cn1cnc(S(=O)(=O)N2CCC(C(=O)Nc3ccc(F)cc3F)CC2)c1	1%	1.0%	-21%
Cc1c(C(=O)N2CC(C)OC(C)C2)oc2ccccc12 (stereo unspecified)	8%	nt	-5%
C=CCNC(=O)CN(c1cccc(Br)c1)S(C)(=O)=O	-3%	3.6%	9%

(next part)
SMILES | IkB signaling | Imprint erasure | p53ts 32C kill | p53ts 39C kill
COc1ccc(NC(=O)CSc2nc3c(c(=O)n2-c2ccccc2)SCC3)c(OC)c1 | -0.2% | -10% | -2% | -1%
Cc1ccc(CNC(=O)c2c[nH]c3ccc(S(=O)(=O)Nc4ccc(C(C)C)cc4)cc3c2=O)cc1 | ? | -10%[10.9 µM] | 7% | -4%
COc1ccc(S(=O)(=O)NCc2cn3c(C)csc3n2)cc1F | -1.1% | -12% | -13% | 5%
CCOCCCNC(=O)c1ccc2c(c1)ncn2C1CCCC1 | -0.1% | -13% | -6% | -16%
Cc1cccc(C2CC(c3ccc(Cl)cc3)Nc3nc(N)nn32)c1 (stereo unspecified) | 0.0% | -8% | 2% | -5%
COc1ccccc1N1CCN(c2c(CN3CCCC3)c(=O)oc3ccccc23)CC1 | ? | -8%[10.9 µM] | -2% | -4%
Cc1cc(C)n2cc(CSc3nnnn3C)nc2n1 | -1.2% | -6% | 1% | 4%
CCN(CC)CCCCC1CCN(CC(=O)N2c3ccccc3C(=O)Nc3cccnc32)CC1 | nt | -9% | -5% | 0%
COc1cc(OC)cc(C(=O)Nc2cccc(C(C)=O)c2)c1 | ? | -75%[inhibitor] | -26% | -20%
O=C(Cn1cnc2c(nnn2Cc2ccc(Cl)cc2)c1=O)NC1CCCC1 | 0.2% | -6% | -5% | 1%
O=C(NCc1cccs1)C1CCN(S(=O)(=O)c2cccc3cccnc23)CC1 | -2.7% | -13% | 11% | 3%
CCN(C(=O)CCNC(=O)Cn1cnc2ccccc2c1=O)c1cc(OC)ccc1OC | -3.7% | -10%[10.9 µM] | 10% | -3%
CC(NC(=O)c1ccc(N2Cc3ccccc3Oc3ncccc32)s1)c1ccccc1 (stereo unspecified) | 1.8% | -12%[10.9 µM] | 8% | -19%
Cn1c(-c2ccc(Br)o2)nc2ccccc21 | 8.2% | -99%[inhibitor] | 7.9µM* | 10µM*
COc1cccc(CNC(=O)Cn2nc(N3CCN(c4ccccc4OC)CC3)ccc2=O)c1 | ? | -16%[10.9 µM] | 0% | 1%
CCCCNC(=O)C(C#N)c1nc2ccccc2nc1N1CCCC1 (stereo unspecified) | -1.4% | -1% | -2% | 1%
COc1ccc(NC(=O)C2CCN(c3ccc(Sc4ccc(C)cc4)nn3)CC2)cc1 | ? | -7%[10.9 µM] | -2% | 1%
Cc1cccc(C)c1-n1nnnc1SCSc1nnnn1-c1c(C)cccc1C | 1.7% | -7% | 0% | -12%
CCNc1ncnc2c1nnn2C | 1.0% | 26%[10.9 µM] | -1% | -6%
CCCC(=O)C1=C(c2ccc(C)cc2)N(C(=O)CCC)n2cnnc2S1 | 4.4% | -13%[10.9 µM] | 24% | -10%

One compound at a time, from the list above. Order of screens: IkB signaling	Imprint erasure	p53ts 32C kill	p53ts 39C kill
CCNc1ncnc2c1nnn2C across the screens: 1.0%	26%[10.9 µM]	-1%	-6%
COc1ccc(NC(=O)C2CCN(c3ccc(Sc4ccc(C)cc4)nn3)CC2)cc1 across the screens: ?	-7%[10.9 µM]	-2%	1%
Cc1cccc(C)c1-n1nnnc1SCSc1nnnn1-c1c(C)cccc1C across the screens: 1.7%	-7%	0%	-12%
COc1cc(OC)cc(C(=O)Nc2cccc(C(C)=O)c2)c1 across the screens: ?	-75%[inhibitor]	-26%	-20%

Next section:
SMILES | IkB signaling | Imprint erasure | p53ts 32C kill | p53ts 39C kill
COc1ccccc1-c1nnc(Nc2nc3c(OC)cccc3s2)o1 | ? | -58%[inhibitor] | 4% | ?
O=C(NCc1cccs1)c1ccccc1C(=O)NCc1cccs1 | -1.0% | -15% | -1% | -1%
COc1ccc(N2C(=O)CSC23C(=O)N(CC(N)=O)c2ccccc23)cc1 (stereo unspecified) | -1.7% | -4%[10.9 µM] | -1% | -17%
Cc1[nH]c2ccccc2c1C(=O)CSc1nc2cc(S(=O)(=O)N3CCCCC3)ccc2o1 | nt | nt | 5% | 3%
O=c1c2cc(-c3ccccc3)sc2ncn1/N=C/c1ccco1 | 1.3% | -65%[inhibitor] | -19% | -17%
CCn1c(SCC(=O)Nc2cc(C)ccc2C)nnc1-c1cnccn1 | 1.2% | -3% | 2% | -1%
COc1ccc2sc(N(Cc3cccnc3)C(=O)c3ccco3)nc2c1 | 1.2% | -5%[10.9 µM] | 14% | -14%
CCOc1ccc2nc(SCc3ccc(C(=O)OC)o3)[nH]c2c1 | 0.6% | -12% | -16% | -16%
CCN(CC)S(=O)(=O)c1cc(Br)c(C)cc1OC | -1.2% | -13% | -2% | -1%
CCOC(=O)N1CCN(c2c(N3CCOCC3)c(=O)c2=O)CC1 | 0.4% | -9% | -3% | -3%
CCOC(=O)CSC1=Nc2ccccc2C2=NC(CCC(=O)NCc3ccccc3)C(=O)N12 (stereo unspecified) | -0.8% | 20%[10.9 µM] | 5% | -14%
Cc1csc(=NC(=O)c2ccccc2)n1Cc1ccco1 | 0.2% | -12% | -4% | -10%
O=C(Nc1cccc(F)c1)C1C2C=CC3(CN(CCCN4CCOCC4)C(=O)C13)O2 (stereo unspecified) | -4.0% | -11% | -4% | -3%
COC(=O)c1sccc1NC(=O)c1cc2c(s1)CCCC2 | ? | -35%[inhibitor] | -27% | ?
Cc1ccc(S(=O)(=O)NC2=NCN(Cc3ccccc3)CN2)cc1 | 0.4% | -11% | 10% | 2%
O=C(O)CN(Cc1ccco1)S(=O)(=O)c1ccccc1 | -1.1% | -7% | -6% | 6%
O=c1cnnc(SCCc2ccccc2)[nH]1 | 13% | -26% | 0% | 5%
COc1cc(/C(C#N)=C/c2ccccc2)c([N+](=O)[O-])cc1OC | nt | nt | -5% | -10%
Cc1cc(OCC(=O)N2CCCC2)cc(C)c1Cl | -0.2% | 1% | -5% | 6%
Cc1ccc(OCc2nnc(SCC(=O)NCc3ccco3)n2C)cc1 | nt | nt | 3% | 14%
CCOc1ccc(-c2nnc(-c3ccco3)o2)cc1 | 3.3% | -77%[inhibitor] | 10µM* | 13µM*
CCN(CC)CCN1C(=O)C2C3c4ccccc4C(c4ccccc43)C2C1=O (stereo unspecified) | 3.0% | -6% | -7% | -2%
Cc1ccc(/C=N/c2sc3c(c2C#N)CCCCC3)o1 | ? | -3% | 7% | -15%
CCc1ccc(OCc2nnc(SCCN3CCOCC3)n2CC)cc1 | 2.8% | -19% | -9% | 0%
Cc1ccc(NC(=O)c2nc(S(=O)(=O)Cc3ccc(F)cc3)ncc2Cl)cc1C | ? | -40%[inhibitor][10.9 µM] | 16µM* | 2.5µM*
CC(NC(=O)CCNS(=O)(=O)c1ccc2c(c1)c(=O)n(C)c(=O)n2C)c1ccccc1 (stereo unspecified) | 1.3% | -2% | 19% | 1%
COc1ccc(OC)c(-n2nnnc2SCC(=O)Nc2cc(C)ccc2OC)c1 | nt | nt | -4% | -12%
CCN(CC)C(=O)Cn1c(=O)n(-c2ccc(C)c(C)c2)c(=O)c2c(C)c(C(=O)N(CC)CC)sc21 | 1.3% | -7%[10.9 µM] | 5% | 12%
COc1ccccc1NS(=O)(=O)c1ccc(C)c(C(=O)NCC2CCCO2)c1 (stereo unspecified) | 0.9% | -7% | 2% | 2%
Cc1cc(C)c2oc(-c3ccc(Cl)c(NC(=O)c4cccs4)c3)nc2c1 | 0.7% | -21%[10.9 µM] | -9% | ?
CC(=O)N1CCC(N(CCN2CCOCC2)C(=O)Nc2ccc(Cl)c(Cl)c2)CC1 | -1.2% | -15% | -7% | 6%
Cc1ccc(NC(=O)Cn2c(-c3nonc3N)nc3ccccc32)c(Br)c1 | 1.0% | -9%[10.9 µM] | -7% | -18%
C=CCN1C(=O)C(O)(CC(=O)c2ccc(N)cc2)c2ccccc21 (stereo unspecified) | 0.7% | 13% | 2% | 4%
COC(=O)C1=C(C)N(Cc2ccccc2)C2=C(C(C)=O)C(c3ccccc3)[C@@](O)(C(=O)OC)C(=O)N2C1c1ccccc1 (stereo partly specified) | nt | nt | -1%&-5%[9.22 µM] | 5%&-4%[9.22 µM]
COC(=O)c1ccc(NC(=O)c2ccc(N(C)S(C)(=O)=O)cc2)cc1 | 0.7% | 1% | -1% | -8%

Rows were taken by chance (roughly 1.7% active in at least one column).
